Source: PubChem (several laboratories)
PKA-R2B activ = activators of PKA-R2B holoenzyme, primary screen, biochemical, fluorescence polarization, Cy5-IP20, human. cAMP-dependent protein kinase catalytic subunit beta (Homo sapiens) + cAMP-dependent …. PKA-R2B holoenzyme dissociation; R2B truncated from residue 108, S112A mutant; 0% DMSO only, 100% 113 µM cGMP. activation, % at 11.4 µM. hit rate 0.079% among 340,000. AID 504700, 2011;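 active means activation above a cutoff set at the mean over all compounds plus 3 SD, cut at about 18% in these data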;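 further: higher means more holoenzyme dissociation and a rise in polarization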
Target sequence (P31323 whole entry, looked up, other chains not shown, the tested form may be a part): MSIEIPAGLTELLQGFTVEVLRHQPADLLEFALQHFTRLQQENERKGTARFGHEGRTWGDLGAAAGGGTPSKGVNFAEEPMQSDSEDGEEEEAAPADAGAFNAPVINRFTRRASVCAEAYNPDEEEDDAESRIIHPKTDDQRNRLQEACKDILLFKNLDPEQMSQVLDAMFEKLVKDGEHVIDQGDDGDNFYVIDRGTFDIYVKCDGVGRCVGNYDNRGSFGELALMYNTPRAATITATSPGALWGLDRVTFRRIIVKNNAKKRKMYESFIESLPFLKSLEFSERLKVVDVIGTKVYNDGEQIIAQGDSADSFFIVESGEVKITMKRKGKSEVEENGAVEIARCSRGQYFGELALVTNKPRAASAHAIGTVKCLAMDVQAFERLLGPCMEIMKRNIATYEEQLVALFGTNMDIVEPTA
SR-BI uptake up = activators of SR-BI mediated DiI-HDL uptake, primary screen, ldlA[mSR-BI] CHO cells, DiI fluorescence; activation, % at 12.5 µM; hit rate 0.096% among 320,000; 3 h; 100 = double the neutral-control signal;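 active means mean replicate activation of at least 60% and every replicate at or above 60%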;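 further: 0% = median plate neutral-control signal and 100% = twice that signal; values of inactives mirror those of a sister screen read the other way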
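Test system: SR-BI-overexpressing, LDLR-lacking CHO cells; Medium: Ham's F12 with 0.5% BSA, HEPES 25 mM, pH 7.4; Schedule: 3 h, 37 °C; Technique: bottom-read fluorescence, 550/595 nm.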
Arrestin-AP2 inh = inhibitors of beta-arrestin/AP2 binding, primary screen, biochemical, GPCR trafficking, flow cytometry. beta-arrestin 1 C-terminal peptide binding to AP2 beta2-adaptin appendage (human). FITC-arrestin peptide / GST-AP2 beads; AP2 beta2 appendage carries R879A mutation. inhibition, % at 10 µM. hit rate 0.31% among 340,000. AID 504490, 2011;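 active means inhibition above a set limit, near 3 SD of compounds lacking own fluorescence, cut at about 54% in these data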;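 further: plate controls were DMSO wells for no effect and 5 µM unlabelled arrestin peptide for full effect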
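Material – GST-tagged AP2 beta2-adaptin appendage (R879A) on 4 µm glutathione beads · Probe or stimulus – fluorescein-tagged arrestin peptide at 50 nM final · Timing – 12 min plus 1 h, RT · Detection – bead flow cytometry, FITC channel · Read-out basis – inhibition as reduced fluorescein signal on beads, percent · Medium – PBS plus Tween 20 (0.05%) and BSA (0.1%)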
NSD2 HMT inh = NSD2 histone methyltransferase inhibitors, primary screen, biochemical, AlphaScreen, single concentration, set 2 | inhibition, % at 12.5 µM | hit rate 0.54% among 310,000 | NSD2 peptide methylation, 120 min | Histone-lysine N-methyltransferase NSD2 (Homo sapiens), O96028; in the data active means inhibition above about 50%
DAGLB inh = DAGLB lipase inhibitors, primary screen, biochemical, fluorescence, HTS | HEK293T DAGLB membrane lysate, EnzChek fluorogenic substrate | inhibition, % at 5.17 µM | hit rate 0.059% among 340,000; in the data active means inhibition above about 34%;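 further: 0% = enzyme with vehicle and 100% = wells lacking enzyme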
SR-BI HDL uptake = inhibitors of SR-BI mediated HDL lipid uptake, primary screen, ldlA[mSR-BI] cells, fluorescence, single point | Scavenger receptor class B member 1 (Mus musculus), Q61009 | ldlA[mSR-BI] CHO cells, DiI-HDL uptake fluorescence, 3 h | inhibition, % at 12.5 µM | hit rate 0.96% among 320,000;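 active means mean replicate inhibition of at least 70% and a set share of replicates each scoring 70 or more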;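 further: 0% = median of neutral control wells and 100% = median of positive control wells; values of inactives mirror those of a sister screen read the other way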
Target sequence (Q61009 whole entry, looked up): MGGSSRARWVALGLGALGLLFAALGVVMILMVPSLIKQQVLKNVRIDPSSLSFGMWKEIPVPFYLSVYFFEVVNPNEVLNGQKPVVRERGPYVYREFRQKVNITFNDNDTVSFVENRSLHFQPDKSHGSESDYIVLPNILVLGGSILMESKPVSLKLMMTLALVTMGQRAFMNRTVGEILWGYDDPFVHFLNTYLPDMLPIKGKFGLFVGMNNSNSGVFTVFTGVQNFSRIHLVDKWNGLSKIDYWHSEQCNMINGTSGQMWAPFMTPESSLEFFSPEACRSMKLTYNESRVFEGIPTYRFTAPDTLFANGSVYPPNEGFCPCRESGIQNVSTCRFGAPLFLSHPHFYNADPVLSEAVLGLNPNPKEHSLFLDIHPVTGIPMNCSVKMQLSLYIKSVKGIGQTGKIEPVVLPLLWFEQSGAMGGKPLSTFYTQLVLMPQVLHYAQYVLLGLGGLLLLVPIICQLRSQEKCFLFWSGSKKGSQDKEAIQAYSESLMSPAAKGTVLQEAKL
RTF Ca sens inh = cardiac RTF calcium sensitivity inhibitors, primary screen, biochemical, IANBD-TnC fluorescence, EC70 calcium; Troponin I, cardiac muscle (Homo sapiens) + Troponin T, cardiac muscle (Homo sapiens) + …; IANBD-labeled cardiac RTF, Ca2+ fluorescence; inhibition, % at 7.15 µM; hit rate 0.12% among 340,000;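 active means inhibition above the mean inhibition of all tested compounds plus 3 SD, cut at about 17% in these data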;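 further: assay run at fixed EC70 calcium of 1.6 mM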
PvdQ inh = P. aeruginosa PvdQ acylase inhibitors, primary screen, biochemical, fluorescence, plate reader and imaging, single point; PvdQ acylase [Pseudomonas aeruginosa LESB58]; purified PvdQ acylase; inhibition, % at 10 µM; hit rate 0.063% among 340,000; AID 488965, 2010; in the data active means inhibition above about 30%, passing the limit was not always enough;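 further: 0% = vehicle neutral wells and 100% = reference inhibitor wells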
C-LANA FP = inhibitors of KSHV C-LANA binding to DNA, primary screen, biochemical, fluorescence polarization, FAM-LBS DNA, MBP-C-LANA, single point; inhibition, % at 9 µM; hit rate 0.078% among 340,000; AID 504423, 2011;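 active means highest replicate inhibition at or above 60% at 9 µM, even if other replicates fall short; inactive means all replicates below 60% inhibition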;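 further: 0% = neutral control wells and 100% = 4 µM acridine orange control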
Keap1-Nrf2 PPI = Keap1-Nrf2 protein-protein interaction inhibitors, primary screen, biochemical, fluorescence polarization, single point. Kelch-like ECH-associated protein 1 (Homo sapiens), Q14145. Keap1 Kelch-Nrf2 peptide fluorescence polarization, 1536-well. inhibition, % at 9.4 µM. hit rate 0.15% among 340,000; in the data active means inhibition above about 12%;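 further: human Keap1 Kelch domain with fluorescein labeled Nrf2 9mer peptide probe; 0% = neutral control wells and 100% = peptide positive control; higher means more block of Keap1 binding to Nrf2 peptide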
Starred values were filed as active, the others as inactive; . = no result given. Rows are unselected; about 2.1% have a hit in one of these screens.

SMILES | PKA-R2B activ | SR-BI uptake up | Arrestin-AP2 inh | NSD2 HMT inh | DAGLB inh | SR-BI HDL uptake | RTF Ca sens inh | PvdQ inh | C-LANA FP | Keap1-Nrf2 PPI
O=C(Nc1ccccc1N1CCOCC1)c1csc2c1CCCC2 | 3.8 | . | 3.7 | 1.2 | -3.1 | . | -2.5 | -10.5 | 0.5 | 3.4
Cc1ccc(NCC(=O)N/N=C/c2ccncc2)cc1 | -1.7 | 4.2 | -10.0 | 1.6 | -1.1 | -4.2 | -0.6 | -5.6 | 0.5 | 0.4
Nc1c(Cl)cc(N=Nc2ccccc2)cc1Cl | -1.4 | -2.7 | -13.2 | 2.5 | 12.3 | 2.7 | -0.1 | -8.8 | 1.9 | 3.8
CCN(CCCNC(=O)COc1cc(=O)n(C)c2ccccc12)c1cccc(C)c1 | -3.0 | 6.5 | 6.8 | 7.8 | 2.3 | -6.5 | -9.7 | -9.8 | -0.4 | -2.1
NC(=O)CC(CC(=O)OCc1ccccc1)c1ccccc1 (configuration not stated) | -1.9 | 15.9 | -1.0 | 4.6 | -2.4 | -15.9 | 1.6 | -12.4 | -2.8 | -2.6
Cc1nn(C(=O)c2ccco2)c(C)c1Br | -6.3 | -1.2 | -41.1 | -2.0 | -5.4 | 1.2 | -3.4 | -11.5 | -0.9 | -3.0
CCOC(=O)C1CCN(C(=O)c2ccc(OCC(=O)Nc3cccc(C(F)(F)F)c3)cc2)CC1 | -14.3 | -52.3 | -32.0 | -1.7 | -5.6 | 52.3 | -5.8 | -20.8 | -0.7 | -2.3
CS(=O)(=O)N1CCN(c2ccccc2NC(=O)c2ccc(-c3ccc(Br)cc3)o2)CC1 | -11.5 | -37.4 | 24.9 | 2.4 | -5.9 | 37.4 | 1.4 | 5.9 | 0.0 | -5.9
CS(=O)(=O)Nc1ccc(C(=O)Nc2ccc(S(=O)(=O)N3CCCC3)cc2)cc1 | 5.3 | 5.7 | 7.8 | -1.0 | -0.7 | -5.7 | -3.7 | 6.1 | -0.6 | 1.9
COc1ccc(C(=O)Nc2nnc(Cc3ccc(OC)c(OC)c3)s2)c(OC)c1 | 8.8 | -4.2 | 3.8 | -2.5 | -1.1 | 4.2 | -4.9 | 1.0 | 8.3 | 1.8
CC(=O)Nc1ccc(-c2nnc(SCC(=O)NCc3ccco3)n2C)cc1 | -3.3 | 14.0 | -0.7 | 2.2 | 2.4 | -14.0 | -16.9 | -16.0 | -1.3 | 0.8
CC(=O)C1=C(O)C(=O)N(c2ccc(Br)cn2)C1c1ccccc1[N+](=O)[O-] (configuration not stated) | -3.3 | 36.7 | -3.2 | 1.8 | 17.9 | -36.7 | 2.2 | -1.0 | 0.2 | -4.0
O=C(NNS(=O)(=O)c1cc(Cl)c(Cl)cc1Cl)c1cccnc1 | -1.3 | 6.1 | 5.7 | -3.6 | 1.9 | -6.1 | -3.9 | -13.1 | -2.4 | -2.6
Cc1ccc(-c2nn(-c3cccc(F)c3)cc2CN(Cc2nccn2C)C(C)C)o1 | 0.9 | 4.1 | -20.3 | 22.3 | 0.8 | -4.1 | -19.6 | -17.0 | 1.6 | -4.4
O=C(CCCN1C(=O)c2ccccc2C1=O)Nc1ccc(S(=O)(=O)N2CCOCC2)cc1 | 17.2 | 24.2 | 2.6 | 1.4 | -2.8 | -24.2 | -8.0 | -11.2 | -0.1 | -4.5
COc1ccc(S(N)(=O)=O)cc1C(=O)NNC(=O)C1COc2ccccc2O1 (configuration not stated) | -4.1 | -1.8 | 7.1 | -30.7 | -2.3 | 1.8 | -8.3 | -20.2 | -1.7 | -7.8
Cc1cc(Br)ccc1OCCCCNC(C)(C)C | -9.4 | 14.0 | 3.2 | 24.7 | -2.8 | -14.1 | -2.3 | -16.1 | -0.2 | -1.9
O=C1N[C@@H](Cc2ccccc2)COC(=O)[C@@H](Cc2ccc(F)cc2)C/C=C\C[C@@H]1CC(=O)N(CCO)Cc1ccccc1 | -8.4 | -20.0 | . | . | -0.5 | 20.0 | -21.6 | 7.6 | 0.8 | 0.5
O=C(N/N=C/c1ccc([N+](=O)[O-])cc1)c1cc(C2CC2)[nH]n1 | 1.5 | . | -9.6 | 0.5 | -0.6 | 19.7 | 7.8 | -12.9 | -0.3 | 2.7
COc1ccc(C(=O)N/N=C(\C)Cn2nc([N+](=O)[O-])cc2C)cc1 | -7.3 | -5.2 | 1.2 | 2.6 | -6.5 | 5.2 | 5.9 | 2.3 | 0.0 | 0.5
c1ccc(C2=NNC(c3ccccn3)=NN2)nc1 | 2.5 | 36.1 | 17.7 | -1.0 | -1.1 | -36.1 | -7.9 | -0.4 | 0.2 | -4.1
CCC(/C=N/Nc1ccc(S(=O)(=O)N2CCCC2)cc1[N+](=O)[O-])CC | -12.0 | 0.2 | -3.6 | -1.9 | 1.0 | -0.2 | -7.7 | -3.0 | 1.3 | 5.1
C[C@@]12C(=O)N(Cc3ccccc3)CC(=O)N1[C@H]1c3ccccc3OC[C@@H]1[C@@H]2c1ccccc1 | 1.1 | -7.2 | 0.5 | . | -4.9 | 6.8 | 0.3 | 4.6 | -1.6 | -4.3
COc1ccccc1-c1nnc(SCC(=O)NCc2cccs2)n1N | -4.3 | 15.2 | 36.1 | -3.0 | 0.5 | -15.2 | -6.9 | -6.7 | 0.5 | 0.8
Cc1ccc(-c2nc(CS(=O)(=O)CC(=O)NCCCN(Cc3ccccc3)C(C)C)c(C)o2)cc1 | -1.5 | -32.9 | 0.1 | 5.6 | -1.9 | 32.9 | 6.7 | -6.1 | -1.3 | -1.3

Carrying on:
SMILES | PKA-R2B activ | SR-BI uptake up | Arrestin-AP2 inh | NSD2 HMT inh | DAGLB inh | SR-BI HDL uptake | RTF Ca sens inh | PvdQ inh | C-LANA FP | Keap1-Nrf2 PPI
CCOC(=O)C1CCN(c2ccc([N+](=O)[O-])c(C(C)=O)c2)CC1 | -3.9 | -2.5 | -2.9 | 6.9 | -0.7 | 2.5 | 0.5 | 20.1 | 0.0 | -1.0
O=C(COc1ccc(-n2cnnn2)cc1)NC(=O)NCc1ccccc1 | 14.7 | 10.4 | -9.3 | 0.5 | -0.7 | -10.4 | -3.0 | 3.5 | 0.3 | -4.8
COc1cccc(/C=N/Nc2ncccc2[N+](=O)[O-])c1OC | -6.8 | -17.8 | -18.8 | -2.0 | 6.7 | 17.8 | -3.2 | -13.3 | 1.0 | -5.9
COC(=O)Cn1cccc1C(=O)c1ccccc1 | 1.3 | 7.3 | -3.4 | -2.0 | -2.7 | -7.3 | 0.3 | -14.7 | 0.5 | -2.1
Cc1cc(C)c(S(=O)(=O)C(C)C)c(=O)[nH]1 | -9.1 | 19.1 | 1.0 | -2.2 | -2.4 | -19.1 | 5.9 | -11.4 | -1.2 | -2.3
CCOc1cc(NC(=S)NCC2CCCO2)c(OCC)cc1NC(=O)c1ccc(OC)cc1 (configuration not stated) | 11.2 | 9.4 | -0.5 | -1.7 | -0.1 | -9.4 | -9.9 | 4.1 | -2.5 | -1.8
CC(NS(=O)(=O)c1ccc(OCC(=O)N2CCOCC2)c(Cl)c1)c1ccccc1 (configuration not stated) | 1.1 | . | 8.8 | -0.9 | 0.1 | . | 1.1 | 8.1 | 1.2 | -0.8
CCN(CC)S(=O)(=O)c1ccc(NC(=O)COC(=O)c2ccc(-n3nc(C)cc3C)cc2)cc1 | 9.2 | 14.8 | 8.2 | -0.3 | -5.8 | -14.8 | -1.0 | -13.4 | -1.7 | -7.3
Cc1ccc(C(C(=O)NC2CCCCC2)N2CCCC2)cc1 (configuration not stated) | -7.6 | 43.1 | 3.1 | 0.2 | 2.5 | -43.1 | 3.5 | 12.2 | 0.3 | -0.6
CC1=NN(C(N)=S)C(=O)C1N=Nc1cccc(Cl)c1C (configuration not stated) | -9.6 | 12.3 | -19.1 | -2.0 | 10.4 | -12.3 | 7.6 | 1.8 | -2.5 | 3.7
C=CC[C@@H](CC(=O)N(CCO)Cc1ccccc1)C(=O)N[C@H](COC(=O)[C@@H](CC=C)CC(=O)OC(C)(C)C)C(C)(C)C | 5.3 | 18.0 | 6.2 | . | -8.0 | -18.0 | 0.7 | -6.6 | -1.0 | 2.7
O=C1CCN(C(=S)NCCc2ccccc2)CC1 | 3.3 | 12.2 | -6.8 | . | -2.5 | -12.2 | 14.9 | -2.3 | 2.9 | 3.4
CCc1ccc(N2CC(C(=O)N3CCN(c4ccccn4)CC3)CC2=O)cc1 (configuration not stated) | -10.2 | -19.3 | 26.2 | 0.0 | 0.3 | 19.3 | 3.5 | 9.3 | -9.8 | -1.8
CC(C)SC1=NC(C)(C)C=C(/C=C/c2c(Cl)cccc2Cl)N1 | -0.5 | -17.9 | 5.3 | . | -5.0 | 17.9 | -0.3 | -15.5 | -0.5 | -7.4
Cc1ccc(S(=O)(=O)N2CCC(C(=O)NCCN3CCOCC3)CC2)cc1C | 1.1 | 16.1 | 18.7 | 3.8 | -1.6 | -16.1 | -7.0 | -9.9 | -1.6 | 0.9
CCOc1ccc(CCN2C(=O)c3ccc(C(=O)O)cc3C2=O)cc1OCC | -0.3 | 13.8 | -21.6 | 0.4 | -0.1 | -13.8 | -5.5 | -13.8 | 1.8 | 2.4
COc1cc(C(=O)OCC(=O)NCC2CCCCC2)ccc1OCC(C)C | -5.0 | -29.4 | 1.8 | -2.4 | -1.9 | 29.4 | -14.0 | -11.4 | -0.6 | -5.0
O=C(Cn1c(-c2ccccn2)nc2ccccc21)NCCN1CCOCC1 | -12.6 | 28.6 | 3.9 | 4.4 | -3.1 | -28.6 | -0.6 | -16.9 | 1.9 | -4.0
CC(=O)NC(CC(=O)c1ccc([N+](=O)[O-])cc1)C(Cl)(Cl)Cl (configuration not stated) | -9.9 | 45.9 | 15.2 | -1.4 | 0.0 | -45.9 | -1.2 | 3.9 | 1.0 | 2.9
CC(=O)Cc1nsc(NC(=O)c2ccc(-c3cc(Cl)ccc3Cl)o2)n1 | -9.5 | 23.0 | 3.2 | -20.7 | 1.2 | -23.0 | -6.5 | 14.8 | -2.3 | 1.4
